PRMT1 inh = blocks human protein arginine methyltransferase 1; Q99873; recombinant PRMT1, activity-based probe fluorescence polarization; inhibition, % at 2.79 µM; 370,000 compounds, 1.3% hits; AID 652257;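 active = inhibition above about 21% made by adding two undisclosed values, limit read from the data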
Rev-erbA mod = modulators of human Rev-erb alpha DNA binding; P20393; activity, % at 10 µM; 370,000 compounds, 0.79% hits; Rev-erbα–FITC-DNA binding, fluorescence polarization, 90 min;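 active = activity above about 14%, limit read from the data; passing the limit was not always enough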;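 also: 0% = DMSO wells with 35 nM protein and 100% = DMSO wells with 750 nM protein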
HTRA1 inhibitor = blocks human HTRA1 serine peptidase. 340,000 compounds, 0.5% hits. inhibition, % at 5.96 µM. Q92743. AID 504803. recombinant HTRA1, FP-rhodamine activity-based probe, fluorescence polarization; in the data active = inhibition above about 36%;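 also: 0% = enzyme with DMSO and 100% = wells lacking enzyme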
Target sequence (Q92743 whole entry, looked up): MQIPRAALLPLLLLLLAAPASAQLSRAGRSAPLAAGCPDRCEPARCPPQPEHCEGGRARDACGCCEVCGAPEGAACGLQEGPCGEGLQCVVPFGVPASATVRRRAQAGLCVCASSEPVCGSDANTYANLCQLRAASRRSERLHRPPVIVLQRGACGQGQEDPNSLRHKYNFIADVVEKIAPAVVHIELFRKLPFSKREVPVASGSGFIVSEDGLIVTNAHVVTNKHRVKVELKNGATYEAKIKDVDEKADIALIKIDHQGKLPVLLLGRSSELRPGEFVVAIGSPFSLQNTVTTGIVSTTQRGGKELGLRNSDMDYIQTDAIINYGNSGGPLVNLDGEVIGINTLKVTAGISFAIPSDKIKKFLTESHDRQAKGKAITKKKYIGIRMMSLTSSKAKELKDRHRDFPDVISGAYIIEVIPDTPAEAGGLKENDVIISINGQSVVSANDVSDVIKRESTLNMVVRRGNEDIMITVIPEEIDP
MBD2 DNA inh = inhibitors of human MBD2 binding to methylated oligonucleotide. Q9UBB5. TR-FRET. inhibition, % at 4.4 µM. 370,000 compounds, 0.31% hits. AID 686964; in the data active = inhibition above about 13%
Target sequence (Q9UBB5 whole entry, looked up): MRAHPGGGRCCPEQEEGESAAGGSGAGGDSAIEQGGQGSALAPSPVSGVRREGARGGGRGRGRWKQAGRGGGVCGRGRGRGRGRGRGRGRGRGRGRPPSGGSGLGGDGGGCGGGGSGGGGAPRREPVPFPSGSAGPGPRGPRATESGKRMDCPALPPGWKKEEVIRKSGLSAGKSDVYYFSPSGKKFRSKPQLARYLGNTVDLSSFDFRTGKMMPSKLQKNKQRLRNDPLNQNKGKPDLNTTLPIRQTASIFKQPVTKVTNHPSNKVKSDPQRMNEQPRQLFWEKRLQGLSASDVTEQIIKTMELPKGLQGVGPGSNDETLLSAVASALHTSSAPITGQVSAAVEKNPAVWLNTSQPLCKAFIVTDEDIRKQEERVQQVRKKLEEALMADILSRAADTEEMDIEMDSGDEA
LEDGF integ inh = blocks HIV-1 LEDGF/p75-dependent DNA integration. AID 743269. inhibition, % at 3.7 µM. 370,000 compounds, 0.64% hits. TR-FRET IN-LEDGF/p75 DNA integration, Eu/Cy5;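 active = inhibition above the screen-wide mean plus 3 SD, cut at about 13% in these data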;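 also: signal is the Cy5 over europium emission ratio at 671 and 618 nm; 0% = plate median of compound wells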
PG9 Ab binder = PG9 antibody binding by small molecule; TR-FRET gp120-PG9 antibody binding; inhibition, % at 6.7 µM; 360,000 compounds, 0.43% hits; AID 624416; in the data active = inhibition above about 8.5%
TCR CD3 inh = human TCR-CD3 binding inhibition. 360,000 compounds, 0.37% hits. AID 651800. inhibition, % at 9.4 µM. TAMRA-labeled TCR probe fluorescence, biochemical; in the data active = inhibition above about 19%;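 also: recombinant mutant TCR 2C K166C tagged with TAMRA read by polarization; 0% = receptor in buffer alone and 100% = receptor with positive control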
rCAG RNA binder = r(CAG) repeat RNA binding. AID 651821. 370,000 compounds, 1.3% hits. TO-PRO-1 dye displacement fluorescence. inhibition, % at 3 µM;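 active = inhibition above the plate cutoff, the mean of all test compounds on that plate plus 3 SD, cut at about 35% in these data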;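 also: 0% = DMSO alone and 100% = 100 µM mitoxantrone as full dye displacement; higher means more dye released from RNA so lower well fluorescence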
UHRF1 binding = UHRF1 methyl-DNA binding inhibition; Q96T88; UHRF1 binding to methylated oligo, TR-FRET; inhibition, % at 4.4 µM; 370,000 compounds, 0.75% hits; in the data active = inhibition above about 21%;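 also: UHRF1 SRA domain binding a hemimethylated CpG hairpin DNA probe; 0% = median of test compound wells and 100% = reference inhibitor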
mABHD4 FP = ABHD4 (mouse) inhibition, primary FP screen | inhibition, % at 8.92 µM | Q8VD66 | purified mABHD4, FP-Rh probe fluorescence polarization | 370,000 compounds, 0.54% hits;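 active = inhibition exceeding the mean over every tested compound plus 3 SD, cut at about 30% in these data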;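 also: 0% = plate median of compound wells and 100% = S159A mutant with DMSO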
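Test system: mouse ABHD4 enzyme, wild type. Reagent: FP-Rh fluorescent activity-based probe, added after compound pre-incubation. Timing: pre-incubation 45 min, probe exposure 60 min, at 25 °C. Technique: FP readout, ex 525 nm / em 598 nm. Benchmarks: high control S159A mutant with DMSO, low control median of compound wells.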
* hit, by the source's call; x = not tested or not shown. This is a subset. The share of hits here may be higher or lower than overall.

SMILES	PRMT1 inh	Rev-erbA mod	HTRA1 inhibitor	MBD2 DNA inh	LEDGF integ inh	PG9 Ab binder	TCR CD3 inh	rCAG RNA binder	UHRF1 binding	mABHD4 FP
O=C(NNC(=O)c1cccnc1)NC12CC3CC(CC(C3)C1)C2	-1	-1	0	3	-1	2.5	-1	-3	-1	-5
Cc1cc(N/N=C/c2ccc(Cl)cc2Cl)nc(NCc2ccccc2)n1	3	-2	-19	-3	-5	-1.4	-8	7	3	14
Cc1n[nH]c2ccccc2c1=O	0	0	1	-1	-5	-2.3	-1	3	-1	1
O=C(NCc1ccco1)c1cc2n(n1)C(C(F)(F)F)CC(c1ccc(Cl)c(Cl)c1)N2 (configuration not stated)	2	0	-22	1	0	-1.8	-5	-6	2	-13
COc1ccc(N2CCN(C(=O)c3cc(=O)c4cc(Cl)ccc4o3)CC2)cc1	1	-7	3	4	-6	-1.8	-9	-3	0	3
O=C(COC(=O)c1ccc2ccccc2c1)NCc1ccccc1	-1	3	4	2	-1	-0.5	-2	1	-1	-1
O=C(CSc1nc2scc(-c3ccccc3)c2c(=O)[nH]1)NC1CCCCC1	5	8	x	-4	1	-1.1	-2	2	3	0
COc1ccc(C(=O)C2(C(=O)Nc3cc(C)cc(C)c3)CC(c3ccccc3C(F)(F)F)=NO2)cc1 (configuration not stated)	4	1	x	2	-1	x	x	9	-1	-13
Cc1cc(C)c(S(=O)(=O)N2CCOC2CNC(=O)C(=O)NCCN(C)C)c(C)c1 (configuration not stated)	-3	8	1	1	4	-1.3	-2	-4	6	-4
CC(C)n1cc(CN2CCC(Oc3ccc(C(=O)N4CCCC4)cc3)CC2)cn1	-1	-8	3	-1	2	0.3	7	-9	0	-2
COC(=O)[C@H]1C[C@@]2(O)CN(S(=O)(=O)c3ccc(C)cc3)C[C@@]2(OC(=O)NC2CC2)C[C@H]1C(=O)OC	-3	-3	5	4	-3	-1.4	2	2	18	-2
C=CCCC(=O)N1C[C@H]2CON(C)[C@H]2C[C@H]1c1cccc(Br)c1	-2	1	1	-4	-3	-0.2	-1	0	-2	-1
Cc1ccc(N2CC(C(=O)Nc3ccc(C)c(S(=O)(=O)N(C)C)c3)CC2=O)cc1 (configuration not stated)	-1	0	-4	1	-2	1.3	0	2	0	0
COc1ccc(CC(=O)Nc2ccc(C(N)=O)cc2)cc1	8	-5	6	9	-3	1.7	-4	3	0	9
Cn1c(N)c(C(=O)COC(=O)/C=C/c2ccc(Cl)c(Cl)c2)c(=O)n(C)c1=O	-2	3	-5	1	-6	-0.9	2	2	0	6

Overlap with the part before: three entries, followed by the next part.
SMILES	PRMT1 inh	Rev-erbA mod	HTRA1 inhibitor	MBD2 DNA inh	LEDGF integ inh	PG9 Ab binder	TCR CD3 inh	rCAG RNA binder	UHRF1 binding	mABHD4 FP
Cc1ccc(N2CC(C(=O)Nc3ccc(C)c(S(=O)(=O)N(C)C)c3)CC2=O)cc1 (configuration not stated)	-1	0	-4	1	-2	1.3	0	2	0	0
COc1ccc(CC(=O)Nc2ccc(C(N)=O)cc2)cc1	8	-5	6	9	-3	1.7	-4	3	0	9
Cn1c(N)c(C(=O)COC(=O)/C=C/c2ccc(Cl)c(Cl)c2)c(=O)n(C)c1=O	-2	3	-5	1	-6	-0.9	2	2	0	6
S=C(Nc1ccc(Br)cc1Cl)Nn1cnnc1	-6	-1	-14	2	5	-0.7	5	0	-2	6
COc1ccc(C)cc1NC(=O)C(NCC(O)c1ccccc1)c1ccccc1 (configuration not stated)	2	4	-4	1	0	-2.7	1	-5	-2	11
Cc1ccc(S(=O)(=O)NCCc2cc3ccc(C)cc3[nH]c2=O)cc1	-2	5	-9	-4	0	1.3	0	-2	0	-7
Cc1cc(C)nc(NC(=O)c2ccccc2O)n1	0	-4	3	1	0	-1.4	3	1	0	2
Cc1cc(C)cc(NC(=O)N2CCCN(Cc3c(F)cccc3Cl)CC2)c1	10	-3	-2	1	-2	0.2	-2	-4	6	-18
COc1ccc(C2CC(=O)Oc3cc(C)cc(C)c32)cc1 (configuration not stated)	4	1	-8	-6	-5	-1.2	1	-1	1	-6
FC(F)(F)c1nnc2n1N=C(c1cccs1)CS2	5	7	-6	-1	-6	-0.6	0	1	2	3
O=C(O)/C=C\c1cccc(-n2cnnn2)c1	-3	6	2	-2	-2	-2.5	4	-3	-1	-6
Cc1ccccc1OC(=O)c1cccc(S(=O)(=O)N2CCN(C)CC2)c1	-4	3	10	1	3	-0.3	-7	-2	2	-6
CC[C@@H](NC(=O)[C@@H](Cc1ccccc1)NC(=O)CC[C@H]1O[C@@H](n2ccc(=O)[nH]c2=O)[C@H](O)[C@@H]1O)c1ccccc1	-8	0	x	6	7	-2.1	5	0	-2	-2
COc1ccc(Cc2nnc(NC(=O)c3c(-c4ccccc4)noc3C)s2)cc1OC	1	0	-10	-2	-2	-2.2	4	10	-2	-4
CC(=O)N1N=C(N)SC1c1cccc([N+](=O)[O-])c1 (configuration not stated)	2	5	3	5	-1	-0.8	-1	-4	2	10
Cc1ccc(Cl)cc1N1CCN(C(=O)c2noc(C(C)C)c2[N+](=O)[O-])CC1	-2	0	-4	-3	0	1.1	3	-3	-5	3
CCOC(=O)C1(Cc2ccccc2)CCN(Cc2ccccc2[N+](=O)[O-])CC1	-2	-8	x	-2	-2	x	x	2	1	-3
CC(=O)Nc1ccc(S(=O)(=O)N(Cc2cc3ccc(C)cc3[nH]c2=O)CC2CCCO2)cc1 (configuration not stated)	-1	1	-2	-4	1	0.7	-5	1	-2	-6
CCOc1ccccc1N1CCN(CC(=O)NC(C)c2ccccc2)CC1 (configuration not stated)	2	-8	6	-2	-5	1.5	10	-6	0	4
S=C(Nc1ccc2[nH]ccc2c1)NC1CCCCC1	-5	2	13	5	6	-3.6	-4	0	1	15
O=C(Nc1ccccc1Oc1ccccc1)C1=COCCO1	3	6	-12	3	-3	-1.4	-8	-5	0	2
N#Cc1ccccc1Sc1ccccc1C(=O)N1CCOCC1	1	-5	2	-3	0	-3.0	5	-1	-2	3
CN1CCC(N(C)C(=O)c2ccc(Cl)c(S(=O)(=O)N3CCCCC3)c2)CC1	3	-2	5	0	1	-1.9	0	2	10	1
CC(C)CNC(=O)OCc1cn(Cc2cccc(F)c2)nn1	-3	-3	x	0	1	x	x	-1	1	5
CC(C)NC(=O)N(Cc1ccc(Cl)cc1)Cc1cccs1	-5	-1	-2	0	1	-1.2	1	2	3	-4
CC(=O)c1ccc(S(=O)(=O)N(C)CCCC(=O)N2CCN(c3ncccn3)CC2)cc1	-6	9	-4	-7	8	-4.0	-1	-2	1	-1
Brc1ccc(CN2CCN(c3ccccc3)CC2)o1	-4	7	2	-3	4	-0.9	3	-4	3	11
CCCOc1ccc(C(=O)Nc2ccc(S(=O)(=O)N3C[C@@H]4C[C@@H](C3)c3cccc(=O)n3C4)cc2)cc1	1	7	-13	-2	-3	2.5	-2	9	0	10
COc1cc(/C=N/N(C)c2ccccc2)ccc1O	10	1	13	1	-2	-5.5	0	7	0	11
CCOc1ccc(OCC)c(S(=O)(=O)NNC(=O)c2c(C)nc3ccccn23)c1	-5	0	3	-1	3	-3.0	1	1	0	-8
COc1ccc(Cl)cc1NC(=O)C1COc2ccccc2O1 (configuration not stated)	-1	0	-21	2	2	-1.9	-2	-5	-1	-4
COc1cccc(/C=N/NC(=O)c2ccc(=O)n(C)c2)c1OC	-2	-6	0	3	0	-2.1	0	-2	-3	7
O=C(C1CC(=O)N(C2CCCC2)C1)N1CCN(c2ccccc2F)CC1 (configuration not stated)	3	2	-1	-3	0	0.8	-4	-2	1	-1
CC1CCCCN1Cc1cnc(Cl)s1 (configuration not stated)	1	-3	0	-2	-2	-2.0	2	3	2	5
CC(=O)Nc1ccc(S(=O)(=O)N2CCN(Cc3ccncc3)CC2)cc1	0	-4	4	-1	1	-0.8	0	-1	1	-2
COc1cc2c(c(OC)c1OC)-c1ccc(SC)c(=O)cc1C(NC=O)CC2 (configuration not stated)	-1	-1	5	1	-2	-3.7	-4	2	2	-1
O=C(OCCN1CCOCC1)c1cccc(F)c1	3	0	4	1	-1	-1.3	-3	-3	0	1
O=C(O)c1ccc2c(=O)n3c(nc2c1)/C(=C/c1ccc(Cl)c(Cl)c1)CC3	-5	-7	6	2	2	-1.4	5	6	-1	-7
Cc1oc2c(c1C(=O)c1ccccc1)C(=O)C(=O)c1ccccc1-2	4	-2	11	2	-1	-4.2	-6	6	7	22
Fc1ccccc1N1CCN(c2ncnc3nc[nH]c23)CC1	4	-7	3	1	-3	0.0	-2	-6	-1	6
O=C(NC1CCCCC1)C1(S(=O)(=O)c2ccc(Cl)cc2)CC1	7	0	-14	1	-3	0.7	-2	-4	1	-2
CCn1c(CC(=O)Nc2ccccc2F)nnc1SCC(=O)NC1CCCC1	3	-1	-4	7	1	-1.4	-2	-4	0	2
C[C@H](NC(=O)c1nc[nH]c1C(=O)NC(c1ccccc1)c1ccccc1)C(=O)OC(C)(C)C	0	2	-43	-2	0	0.0	-2	4	-3	-29
CN(CCc1ccccc1)C(=O)c1ccc(NC(=O)Cc2cccc(NC(=O)C3CCN(C(=O)C4CCCC4)CC3)c2)cc1	-2	7	-16	-4	1	-1.3	3	7	1	-10
CC(C)CC1C(=O)N(Cc2cn(Cc3ccco3)nn2)CCS(=O)(=O)N1Cc1ccc(-c2ccncc2)cc1 (configuration not stated)	2	-7	-17	0	1	0.4	2	9	-2	-2
CCN(CC(=O)N1CCCC1)S(=O)(=O)c1ccc(F)cc1	-2	2	2	3	-7	0.3	-4	1	2	2
C=CCOC(=O)C1=C[C@@H](c2ccc(C(F)(F)F)cc2)C[C@@H](OCc2ccc(CO)cc2)O1	4	-2	-34	4	1	0.6	-5	9	6	-14
CCc1nc2ccc(C(=O)NCCCn3ccnc3)cn2c1N(CC)CCOC	-2	0	x	-2	-1	-0.7	5	-1	-1	-2
COC(=O)[C@]12CCCCC=C1N(Cc1ccc(OC)cc1)C(=O)[C@@H]2CC(=O)NCC1CCCCC1	3	8	x	1	-1	x	x	4	5	3
CCOC(=O)CC[C@H]1CC[C@]2(CCCN(C(=O)c3ccccc3)C2)O1	10	-3	x	0	-1	x	x	0	-1	-1
O=S(=O)(c1ccc(Br)cc1F)N1CCCCC1CCO (configuration not stated)	0	2	1	1	-2	-0.7	10	1	-1	1
COc1cc(C(=O)Nc2ccc(O)cc2C(=O)O)ccc1OC(C)=O	-1	-4	1	2	1	0.2	-5	5	-2	4
O=C(c1cc2ccccc2o1)N1CCN(c2cccc(C(F)(F)F)c2)CC1	1	3	-1	-4	6	0.5	5	-1	0	4
Cc1cc2c(c(=O)n1CCc1ccccc1)C(c1ccco1)C(C#N)=C(N)O2 (configuration not stated)	5	-4	-3	-1	1	-0.1	-6	15	-1	8
O=C(O)CC(CCc1ccccc1)OC1OC(CO)C(O)C(O)C1O (configuration not stated)	5	-31	41*	12	85*	0.4	32*	34	15	0
Cn1nnnc1SCC(=O)Nc1ccccc1[N+](=O)[O-]	1	5	4	-1	-3	-0.8	5	1	2	1
O=C(NNc1nc2c(F)cc(F)cc2s1)C1COc2ccccc2O1 (configuration not stated)	5	-4	12	0	-5	-0.7	-7	4	-2	1
COc1ccc(NC(=O)C/C(C)=N/NC(=O)C(=O)NC2CCCCC2)c(OC)c1	-2	-2	3	-4	3	0.2	-1	5	-7	0
